Screening results deposited in PubChem BioAssay by National Center for Advancing Translational Sciences (NCATS).
GLA spleen mod: alpha-galactosidase A (human) modulation. AID 2107. Potency, µM (top dose mostly 80 µM), for inactives: at the highest dose activity change, negative = inhibition, actives largely listed as inhibitors. P06280. human spleen homogenate, 4MU-alpha-Gal fluorescence, 40 min. actives 0.008% (n = 240,000);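 note: 0% = enzyme with vehicle and -100% = no enzyme basal signal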
Target sequence (P06280 32-429 limits assumed): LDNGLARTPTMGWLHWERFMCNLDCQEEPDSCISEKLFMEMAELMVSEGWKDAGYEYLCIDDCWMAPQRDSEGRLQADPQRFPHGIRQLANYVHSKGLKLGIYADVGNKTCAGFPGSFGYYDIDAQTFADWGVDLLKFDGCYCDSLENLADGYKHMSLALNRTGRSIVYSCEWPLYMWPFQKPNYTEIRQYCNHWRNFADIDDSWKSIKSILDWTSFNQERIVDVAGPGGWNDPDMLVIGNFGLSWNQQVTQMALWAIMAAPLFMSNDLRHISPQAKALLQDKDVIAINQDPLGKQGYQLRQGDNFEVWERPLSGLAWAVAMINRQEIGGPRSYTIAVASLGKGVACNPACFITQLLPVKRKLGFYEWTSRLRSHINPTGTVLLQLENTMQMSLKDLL
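Human spleen homogenate (1 ug) as enzyme source, 4-methylumbelliferyl-alpha-D-galactopyranoside 1 mM final, citrate/phosphate pH 5.0 with 0.01% Tween-20. Compounds 40 min at 37C, NaOH/glycine stop; fluorescence Ex 365/Em 440, Hill-fit AC50.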
SMN2 splice up: enhancers of SMN2 splice variant expression; HEK293 SMN2-luciferase splicing reporter, luminescence, 30-36 h; Potency, µM (top dose mostly 46.1 µM), inactives show top-dose activity change, positive = activation, most hits filed as activators; actives 2.8% (n = 210,000); AID 1458; note: % of control where 0% means no effect; nearly all actives have a fitted effect of over 55% in size
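qHTS luciferase splicing reporter: luminescence rises when SMN2 exon 7 is included in transfected HEK293 cells. Compound exposure lasted 30-36 h at 37C, with 4.5 mM final sodium butyrate as control, followed by a ONE-Glo read.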
GAA spleen mod: inhibits or activates alpha-glucosidase in human spleen homogenate | AID 2112 | P10253 | actives 0.006% (n = 240,000) | human spleen homogenate, 4-MU-alpha-glucoside fluorescence | Potency, µM (doses to about 79.9 µM), inactives show top-dose activity change, negative = inhibition, hits mostly inhibitors;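 note: 0% = enzyme with vehicle and -100% = no enzyme basal signal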
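Human spleen homogenate (1 ug) incubated with compounds and 1 mM 4-methylumbelliferyl-alpha-D-glucopyranoside in pH 5.0 citrate/phosphate buffer, 37 C, 40 min. Stopped at pH 10; 4-MU fluorescence (Ex 365/Em 440 nm); AC50 by Hill fit.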
KDM4E inh: JMJD2E (human) inhibition. B2RXH2. JMJD2E catalytic domain, FDH-coupled NADH fluorescence (FDH is formaldehyde dehydrogenase). Potency, µM (series often up to 57.1 µM), inactives show top-dose activity change, negative = inhibition, actives largely listed as inhibitors. actives 1.6% (n = 230,000); active = well fitted inhibition curve with a large enough effect, not every such curve was filed as active; inconclusive = small, poorly fitted or top-dose-only effect, or another doubt; inactive = no such curve, though single readings can be large or run the other way;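 note: 0% = wells with enzyme and -100% = buffer wells without enzyme; nearly all actives have a fitted effect of over 50% in size; many of its hits are not listed in these tables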
Target sequence (B2RXH2 1-337 limits assumed): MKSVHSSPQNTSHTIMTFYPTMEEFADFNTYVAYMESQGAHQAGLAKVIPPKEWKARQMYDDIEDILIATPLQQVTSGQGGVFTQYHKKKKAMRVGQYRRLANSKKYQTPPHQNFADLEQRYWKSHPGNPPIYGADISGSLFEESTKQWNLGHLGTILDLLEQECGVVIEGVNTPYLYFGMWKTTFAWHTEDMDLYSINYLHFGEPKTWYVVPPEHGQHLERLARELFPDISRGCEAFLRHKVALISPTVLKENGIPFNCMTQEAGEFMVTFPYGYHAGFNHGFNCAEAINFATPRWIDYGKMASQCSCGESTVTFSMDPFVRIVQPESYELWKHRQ
ALDH1A1 block: inhibitors of human aldehyde dehydrogenase 1A1; AID 1030; Purified ALDH1A1, NADH fluorescence, propionaldehyde substrate; actives 7.3% (n = 220,000); Potency, µM (series often up to 75.3 µM), for inactives: top-dose activity, negative = inhibition, most hits filed as inhibitors; active = well fitted inhibition curve with a large enough effect, not every such curve was filed as active; inconclusive = small, poorly fitted or top-dose-only effect, or another doubt; inactive = no such curve, though single readings can be large or run the other way;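 note: plate controls were no enzyme wells and a reference inhibitor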
GAA glycogen mod: inhibitors or activators of human alpha-glucosidase glycogen cleavage. Potency, µM (series often up to 76.4 µM), for the others: top-dose activity change, negative = inhibition, most hits filed as inhibitors. recombinant GAA, glycogen substrate, Amplex Red glucose oxidase fluorescence. actives 0.38% (n = 300,000). P10253;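 note: 0% = full enzyme reaction and -100% = no-enzyme basal signal; the screen sought inhibitors and activators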
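Natural-substrate format: glycogen cleavage by 4 nM human enzyme, glucose read by Amplex Red coupling (Ex 573, Em 610 nm). Normalized to enzyme and no-enzyme controls.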
GAA inhib: blocks human lysosomal alpha-glucosidase | P10253 | AID 1466 | actives 0.005% (n = 200,000) | Potency, µM (titrated, usually from 76.9 µM), for inactives: top-dose activity change, negative = inhibition, actives largely listed as inhibitors | purified human GAA, 4-MU-alpha-glucoside fluorescence;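 note: plate controls were uninhibited enzyme wells for no effect and no-enzyme background for full effect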
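Human alpha-glucosidase, 4 nM, pre-mixed with test compounds before 400 uM 4-methylumbelliferyl substrate; 20 min room temperature at pH 5.0. Fluorescence read after pH 10 stop; AC50 values from Hill-equation fits.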
GoLoco inh red: RGS12 GoLoco-Gai1 interaction inhibition | Gai1:RGS12 GoLoco peptide FP, rhodamine, 10 min | AID 880 | actives 0.44% (n = 230,000) | P63096 | Potency, µM (series often up to 61.6 µM), for inactives: top-dose activity, negative = inhibition, hits mostly inhibitors; active = well fitted inhibition curve with a large enough effect, not every such curve was filed as active; inactive = no such curve, though single readings can be large or run the other way; note: % is set by controls: 0 for no effect and ±100 for the full control effect; nearly all actives have a fitted effect of over 30% in size; many of its hits are not listed in these tables
The depositor's hits bear a star; u = inconclusive; x = no result given; [ ] = another dose, or the depositor's remark. Unless noted, calls come from the whole dose curve; as a rule, active = well fitted curve in the direction sought with a large enough effect; inconclusive = small, poorly fitted or top-dose-only effect, or another doubt; inactive = no such curve, though single readings can be large; an effect the other way counts as inactive or inconclusive. Potency is the fitted concentration of half-maximal effect.

SMILES	GLA spleen mod	SMN2 splice up	GAA spleen mod	KDM4E inh	ALDH1A1 block	GAA glycogen mod	GAA inhib	GoLoco inh red
COc1cccc(/C=N/NC(=O)c2cc3c(OC)cccc3[nH]2)c1OC	-22%	1%	-15%	u	-2%	5%	-6%	0%
c1cncc(-c2nccc(NCc3cccs3)n2)c1	-5%	x	5%	x	11µM*	x	x	5%
COc1cc(C2CC(=O)Oc3c(C(C)C)ccc(C)c32)cc(OC)c1OC (configuration not stated)	7%[119 µM]	x	3%[119 µM]	x	10%	x	x	3%[88.7 µM]
ONC(=Nc1ccc(Cl)cc1)c1ccccc1	6%	4%	5%	-3%	0%	-8%	5%	-10%
CN(C)S(=O)(=O)c1cccc(C(=O)NC(=S)N(CCC#N)Cc2cccnc2)c1	-2%	0%	-7%	u	u	2%	2%	-6%
COCCn1c(SCc2nc3cc(OC)c(OC)cc3c(=O)[nH]2)nnc1-c1ccncc1	-1%	-2%	5%	-1%	-5%	3%	u	6%
CNC(=O)c1sc(Nc2cc(C)ccc2C)nc1C	5%	-26%	2%	-2%	10%	-5%	6%	3%
O=C(OCC(=O)N1CCN(C(=O)c2ccco2)CC1)c1cc(=O)c2ccccc2o1	-16%	-12%	-10%	3%	0%	4%	-2%	4%
CC(C)(C)C(=O)NC(=S)NCc1ccccc1	-7%	-13%	-1%	-8%	8%	2%	-1%	-1%
COc1ccc(C(=O)CSc2n[nH]c(=O)[nH]c2=O)cc1	5%	0%	4%	0%	-15%	11%	-1%	8%
Cc1ccc(C2=CSC3=NS(=O)(=O)CCN23)cc1C	4%	-8%	1%	5%	-1%	1%	13%	1%
CN(C)C(CNS(=O)(=O)c1ccc(Br)cc1)c1cccnc1 (configuration not stated)	-11%	-4%	-4%	7%	-4%	-2%	-2%	-7%
COCCNC(=O)c1cnn2c(C(F)F)cc(-c3ccc(C)cc3)nc12	-1%	2%	-5%	-4%	u	-7%	14%	5%
O=C(CSc1ccccn1)Nc1ccc2ccccc2c1	-2%	x	7%	-21%	-7%	-9%	-13%	9%
CC1(C)CC(=O)c2cc(OCC(=O)NCC3CCCO3)ccc2O1 (configuration not stated)	27%	-8%	16%	u	u	5%	u	0%
Cc1cccc(OCCSc2nc(N)cc(N)n2)c1	2%	x	-3%	-6%	x	2%	x	2%
CCOC(=O)C1=C(C)NC(=O)NC1c1cn(-c2ccccc2)nc1-c1cccs1 (configuration not stated)	3%	5%	-11%	1%	8%	-2%	-25%	4%
CCOCCCNS(=O)(=O)c1ccc(NC(=O)c2ccc(OC)c([N+](=O)[O-])c2)cc1	-5%	17%	-8%	9%	u	-6%	4%	-3%
COc1cc2c(cc1NC(=O)c1cccc(Br)c1)CCCC2	-2%	2%	-1%	-1%	-4%	-2%	-14%	4%
O=C(C[n+]1ccc2ccccc2c1)c1ccccc1	9%	x	3%	-9%	3%	3%	0%	-15%
C#CC[N+](C)(C)CCCCCCCCCC	-1%	-38%[inhibitor]	3%	6%	2%	8%	2%	3%
CCCCc1nnc(NC(=O)C(C)Sc2nc(C)cc(=O)[nH]2)s1 (configuration not stated)	-1%	-10%	-5%	7%	2%	-4%	-11%	7%
Cc1cc(C)c(Cn2c(=O)n(CCCC(=O)NCc3ccco3)c(=O)c3sccc32)c(C)c1	-16%	-10%	1%	-2%	15%	-24%	-1%	2%
COc1cc(/C=C/c2[nH]c(=O)[nH]c(=O)c2[N+](=O)[O-])ccc1OCCC(C)C	4%	-32%[inhibitor]	1%	-3%	12%	0%	-10%	0%
CCN(CC)S(=O)(=O)c1ccc(C(=O)Nc2ccc(Cc3ccncc3)cc2)cc1	-7%	-68%[inhibitor]	-2%	-2%	u	-3%	-30%	-1%
CN(C)c1ccc(-c2cc([C@H]3[C@@H]4C=CCC[C@@]4(C)C(=O)N3Cc3ccccc3)ccc2F)cc1	2%	x	3%	u	x	-2%	x	4%
CCN(CC)CCCNC(=O)C1c2cc(OC)c(OC)cc2C(=O)N(C)C1c1cccnc1 (configuration not stated)	5%	-7%	-28%	-12%	7%	3%	-4%	3%
O=C(c1cnc(N2CCN(c3ccccn3)CC2)c2ccccc12)N1CCN(c2cccc(Cl)c2)CC1	6%	-81%[inhibitor]	1%	u	u	2%	10%	4%
O=S1(=O)CC2N=C(N(Cc3c(F)cccc3Cl)c3ccccc3F)SC2C1 (configuration not stated)	0%	u	1%	2%	u	13%	-5%	4%
Cc1ccc(Sc2c(C)nn(C(=O)C3CC3)c2C)cc1	2%	x	-1%	5%	15%	-1%	6%	x
CC(C)NS(=O)(=O)c1ccc(CCC(=O)N2CCCC2)cc1	3%	-7%	-2%	-4%	-11%	-3%	u	-1%
CC(C)(C)NCC1(CO)SC(N)=NC1=O (configuration not stated)	-2%	-1%	-3%	2%	4%	1%	-1%	0%
CC(C)OCCCNCc1cccs1	5%	-10%	0%	-3%	10%	7%	-8%	0%
COc1ccc(CCNC(=O)c2cnc3ccccn3c2=O)cc1	5%	17%	4%	u	-6%	-6%	2%	-1%
COc1cccc(CNC(=O)CN2C(=O)CSc3ccc(S(=O)(=O)N4CCCC4)cc32)c1	7%	-26%	9%	3%	-7%	-6%	-13%	4%
COc1ccc(-c2ncnc(C(F)(F)F)c2-c2csc(C)n2)c(O)c1	-12%	x	6%	-5%	x	3%	x	7%
CC1=NN(c2ccccc2)C(=O)/C1=C\C=C1/N(C)c2ccccc2C1(C)C	-7%	-22%	-24%	-2%	-3%	14%	u	153%[activator]
COc1ccc(OC)c(-n2nnnc2SCC(=O)NCc2ccc3c(c2)OCO3)c1	13%	-24%	5%	7%	13µM*	4%	-4%	2%
Cc1cccc(Cn2nc(C)cc2NC(=O)CCCn2ccc([N+](=O)[O-])n2)c1	2%	-36%[inhibitor]	7%	2%	-2%	-2%	-2%	16%
Cn1ncc(C#N)c1NC(=O)C1CC(c2ccccc2Cl)=NO1 (configuration not stated)	-16%	x	-10%	0%	x	9%	x	4%

For reference, 14 of the compounds above:
SMILES	GLA spleen mod	SMN2 splice up	GAA spleen mod	KDM4E inh	ALDH1A1 block	GAA glycogen mod	GAA inhib	GoLoco inh red
C#CC[N+](C)(C)CCCCCCCCCC	-1%	-38%[inhibitor]	3%	6%	2%	8%	2%	3%
CCCCc1nnc(NC(=O)C(C)Sc2nc(C)cc(=O)[nH]2)s1 (configuration not stated)	-1%	-10%	-5%	7%	2%	-4%	-11%	7%
Cc1cc(C)c(Cn2c(=O)n(CCCC(=O)NCc3ccco3)c(=O)c3sccc32)c(C)c1	-16%	-10%	1%	-2%	15%	-24%	-1%	2%
COc1cc(/C=C/c2[nH]c(=O)[nH]c(=O)c2[N+](=O)[O-])ccc1OCCC(C)C	4%	-32%[inhibitor]	1%	-3%	12%	0%	-10%	0%
CCN(CC)S(=O)(=O)c1ccc(C(=O)Nc2ccc(Cc3ccncc3)cc2)cc1	-7%	-68%[inhibitor]	-2%	-2%	u	-3%	-30%	-1%
CN(C)c1ccc(-c2cc([C@H]3[C@@H]4C=CCC[C@@]4(C)C(=O)N3Cc3ccccc3)ccc2F)cc1	2%	x	3%	u	x	-2%	x	4%
CCN(CC)CCCNC(=O)C1c2cc(OC)c(OC)cc2C(=O)N(C)C1c1cccnc1 (configuration not stated)	5%	-7%	-28%	-12%	7%	3%	-4%	3%
O=C(c1cnc(N2CCN(c3ccccn3)CC2)c2ccccc12)N1CCN(c2cccc(Cl)c2)CC1	6%	-81%[inhibitor]	1%	u	u	2%	10%	4%
O=S1(=O)CC2N=C(N(Cc3c(F)cccc3Cl)c3ccccc3F)SC2C1 (configuration not stated)	0%	u	1%	2%	u	13%	-5%	4%
Cc1ccc(Sc2c(C)nn(C(=O)C3CC3)c2C)cc1	2%	x	-1%	5%	15%	-1%	6%	x
CC(C)NS(=O)(=O)c1ccc(CCC(=O)N2CCCC2)cc1	3%	-7%	-2%	-4%	-11%	-3%	u	-1%
CC(C)(C)NCC1(CO)SC(N)=NC1=O (configuration not stated)	-2%	-1%	-3%	2%	4%	1%	-1%	0%
CC(C)OCCCNCc1cccs1	5%	-10%	0%	-3%	10%	7%	-8%	0%
COc1ccc(CCNC(=O)c2cnc3ccccn3c2=O)cc1	5%	17%	4%	u	-6%	-6%	2%	-1%

Carrying on.
SMILES	GLA spleen mod	SMN2 splice up	GAA spleen mod	KDM4E inh	ALDH1A1 block	GAA glycogen mod	GAA inhib	GoLoco inh red
CCCC(=O)Nc1nnc(SCC)s1	-2%	u	3%	-6%	14%	13%	6%	4%
COc1ccc(C(O)Cn2c(=N)n(CCCN(C)C)c3ccccc32)cc1 (configuration not stated)	9%	-3%	1%	1%	16%	-1%	-3%	13%
COc1ccc(NC(=O)CN2C(=O)C(C)SC(C)C2=O)c(OC)c1 (configuration not stated)	8%	-9%	8%	-3%	u	4%	-3%	-11%
O=C1Cc2ccccc2C(=O)N1Cc1ccccc1	-3%	0%	-5%	9%	u	-14%	-11%	26%
O=C(CCCC(=O)n1cnc2ccccc21)n1cnc2ccccc21	4%	0%	-2%	8%	5%	-3%	u	-2%
CN1CCN(c2ccc(CNS(=O)(=O)c3ccccc3)cc2)CC1	-5%	x	-4%	8%	2%	4%	0%	4%
Nc1ccc(Br)cc1Br	-6%	x	-8%	-12%	x	6%	x	4%
CCCOc1ccc(-c2csc(N)n2)cc1[N+](=O)[O-]	-3%	11µM*	-6%	6%	0%	10%	-8%	7%

This is a subset. The share of hits here may be higher or lower than overall.
